# High-throughput results (PubChem)
# p47phox inh = p47phox (human) inhibition. 220,000 tested, 0.53% active. P14598. p47phox/p22phox peptide binding, fluorescence polarization, 2 h. AID 1274. inhibition, % at 24.7 µM;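 active = inhibition above about 30%, limit read from the data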;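 note: 0% = p47phox with labelled peptide and 100% = labelled peptide alone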
# MDM2 E3 inh = Mdm2 E3 ligase (human) inhibition; cell-based MDM2 ubiquitination luciferase reporter, 2 h; 0 = plate control, 100 = twice control, blank-subtracted; signal enhancement, % at 5 µM; 210,000 tested, 0.11% active;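 active = signal enhancement of 30% or more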;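 note: luminescence tracks abundance of the self-degrading MDM2-luciferase fusion protein; higher signal means inhibition of MDM2 E3 ligase activity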
#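 Assay system: stable mammalian line carrying autodegrading MDM2–luciferase fusion reporter; amount: 2000 cells seeded into each well; buffer or medium: DMEM; benchmarks: plate control and blank wells; signal: luciferase luminescence; timing: 2 h compound exposure at 37 °C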
# TNF death inh = TNF-alpha cell death inhibition in Jurkat FADD-/- cells | 220,000 tested, 0.068% active | Jurkat FADD-/- TNF necroptosis rescue, ATP luminescence, 24 h; 0 = TNF only, 100 = no-TNF cells | activation (protection from cell death), % at 10 µM;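 active = activation, meaning protection from cell death, of at least 50% relative to plate controls; inactive = activation below 50%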;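 note: necroptosis triggered by 40 ng/mL TNF-alpha added together with compound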
# Runt-SMMHC FRET = Runt domain-CBFb-SMMHC interaction inhibition; 220,000 tested, 0.74% active; Cerulean-Runt/Venus-CBFb-SMMHC FRET ratio 530/480, 1 h; AID 1434; inhibition, % at 20 µM;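 active = mean inhibition across duplicate retests at 20 µM reaching about 50%, limit read from the data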;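 note: 0% = DMSO wells and 100% = wells with excess untagged CBFb-SMMHC; inhibitors lower the FRET ratio by blocking Runt binding to CBFb-SMMHC; some results filed as inactive read as strong as hits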
# Target sequence (Q01196 whole entry, looked up, the tested form may be a part): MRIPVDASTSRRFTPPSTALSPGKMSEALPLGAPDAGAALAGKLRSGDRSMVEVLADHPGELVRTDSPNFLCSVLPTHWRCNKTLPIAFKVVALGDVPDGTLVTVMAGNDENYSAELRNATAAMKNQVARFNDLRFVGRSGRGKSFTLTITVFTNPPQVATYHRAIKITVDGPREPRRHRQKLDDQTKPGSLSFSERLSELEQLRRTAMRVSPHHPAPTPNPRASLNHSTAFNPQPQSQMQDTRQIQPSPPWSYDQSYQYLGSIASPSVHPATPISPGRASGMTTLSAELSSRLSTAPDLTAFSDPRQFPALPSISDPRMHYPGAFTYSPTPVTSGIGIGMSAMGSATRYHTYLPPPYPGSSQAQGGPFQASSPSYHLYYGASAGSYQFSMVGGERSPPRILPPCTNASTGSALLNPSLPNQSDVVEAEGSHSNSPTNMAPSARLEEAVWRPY
# Target sequence (Q13951 whole entry, looked up, the tested form may be a part): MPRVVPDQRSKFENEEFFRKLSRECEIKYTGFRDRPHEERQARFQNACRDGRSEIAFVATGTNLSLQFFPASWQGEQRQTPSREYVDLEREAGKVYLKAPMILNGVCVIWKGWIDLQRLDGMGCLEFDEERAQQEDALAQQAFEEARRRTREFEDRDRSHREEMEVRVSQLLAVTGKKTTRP
# TRPN1 ag = zebrafish TRPN1 (NompC) channel agonism; HEK293 zebrafish TRPN1-YFP, Fluo-8 calcium fluorescence; 100% = response to 87 µM carbachol; activation, % at 3 µM; 220,000 tested, 0.18% active; AID 1424;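 active = activation above its plate's cutoff, the mean activation of test wells on that plate plus 3 SD, cut at about 19% in these data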;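 note: 0% = DMSO alone and 100% = 87 µM carbachol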
#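 Material: zebrafish TRPN1-YFP in HEK293 cells. Doses: one dose of 3 µM, 0.3% DMSO. Incubation: dye 1 h 37 °C plus 30 min RT. Measured by: intracellular calcium fluorescence with Fluo-8.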
# PPC-1+TRAIL kill = PPC-1 cancer cell killing with TRAIL present | AID 1443 | cell killing (% activity), % at 4 µM | PPC-1 cells + TRAIL, ATPLite viability luminescence | 220,000 tested, 0.41% active;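 active = cell killing above 50% in the first pass at 4 µM, then a duplicate retest at 5 µM averaging 50% or more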;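 note: plate controls were cells with TRAIL plus DMSO for no effect and medium-only wells lacking cells for full effect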
# CHOP inh = CHOP inhibition in unfolded protein response; CHO-K1 CHOP-promoter luciferase, tunicamycin-induced, 15-18 h; inhibition, % at 10 µM; 220,000 tested, 3.8% active; AID 2732;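 active = compounds that reduced the stress-induced luciferase reporter signal by more than about 70% of percent inhibition, limit read from the data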;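 note: 0% = tunicamycin plus vehicle and 100% = wells without tunicamycin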
# TRPML3 agonist = agonists of human TRPML3 channel. Q8TDD5. HEK293 TRPML3-YFP, Fluo-8 calcium fluorescence; 100% = the carbachol control signal. activation, % at 3 µM. 220,000 tested, 0.29% active. AID 1448;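 active = activation above its plate's cutoff, the mean activation of the plate's test wells plus 3 SD, cut at about 12% in these data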;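 note: 0% = DMSO only wells and 100% = carbachol wells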
#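 Test system – HEK293 line with stable expression of human TRPML3-YFP channel · Control set – carbachol 87 µM final as high control (100%), DMSO as low control (0%) · Signal – Fluo-8 calcium dye fluorescence, ex 470-495, em 515-575 nm · Incubation – 1-h 37 °C dye load, 5-s basal, 120-s post-compound reads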
# EBV gp42 inh = EBV gp42 inhibition. Q1HVG2. Fluorescence polarization binding assay, mP read-out. inhibition, % (tested at 21.74 µM). 220,000 tested, 0.42% active; in the data active = inhibition above about 50%
# Target sequence (Q1HVG2 whole entry, looked up): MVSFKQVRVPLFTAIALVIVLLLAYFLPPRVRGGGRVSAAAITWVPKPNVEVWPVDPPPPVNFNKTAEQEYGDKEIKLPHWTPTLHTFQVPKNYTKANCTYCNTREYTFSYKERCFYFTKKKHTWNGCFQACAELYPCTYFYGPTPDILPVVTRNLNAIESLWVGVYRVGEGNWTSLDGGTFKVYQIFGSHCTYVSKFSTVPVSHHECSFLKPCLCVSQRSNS
# Numbers without * were called inactive; . = no result given. No enrichment for hits, and some 5.9% of all compounds hit somewhere here.
# Preview, 2 compounds:
smiles,p47phox inh,MDM2 E3 inh,TNF death inh,Runt-SMMHC FRET,TRPN1 ag,PPC-1+TRAIL kill,CHOP inh,TRPML3 agonist,EBV gp42 inh
Cc1ccccc1-c1n[nH]c(=S)n1/N=C/C=C/c1ccco1,-10,-2,1.0,8,1.3,5,-37,0.7,-7
O=C(CSc1nnc(Cc2cc(=O)[nH]c(=O)[nH]2)n1-c1ccccc1)NCC1CCCO1 (centres undefined),-5,-16,-2.0,-3,0.0,-2,-24,0.0,-6

# All compounds of this part, previewed entries included:
smiles,p47phox inh,MDM2 E3 inh,TNF death inh,Runt-SMMHC FRET,TRPN1 ag,PPC-1+TRAIL kill,CHOP inh,TRPML3 agonist,EBV gp42 inh
Cc1ccccc1-c1n[nH]c(=S)n1/N=C/C=C/c1ccco1,-10,-2,1.0,8,1.3,5,-37,0.7,-7
O=C(CSc1nnc(Cc2cc(=O)[nH]c(=O)[nH]2)n1-c1ccccc1)NCC1CCCO1 (centres undefined),-5,-16,-2.0,-3,0.0,-2,-24,0.0,-6
CN(C)c1ccc(C(=S)N2CCCCC2)cc1Br,-4,-15,-0.7,-1,-0.7,-1,2,-0.1,0
CCOCCCNC(=O)c1ccccc1Br,0,-5,-1.6,-2,0.0,0,1,0.2,-14
O=C(CCn1nc(-c2ccc(Cl)cc2)ccc1=O)NCc1cccnc1,-3,6,-3.2,0,-0.3,9,14,0.3,-12
Cc1ccc(NC(=O)CCn2c(=O)[nH]c3ccsc3c2=O)cc1,-10,-7,-0.5,-6,-1.0,24,1,0.2,-21
Cc1ccccc1OCC1Cc2c(nc(N)c(C#N)c2N)O1 (centres undefined),-9,-2,-4.6,-1,0.7,22,15,-0.1,-1
CCCCC(=O)Nc1nc2c(OC)cc([N+](=O)[O-])cc2s1,0,-12,4.6,0,-3.0,-15,10,-0.1,-6
Nc1ccc(C(=O)Nc2ccco2)cc1,-1,-23,-2.6,-1,0.7,1,11,1.1,-7
CCc1ccc(NC(=O)CN2CCc3ccccc3C2)cc1,-16,-11,0.8,1,-0.7,-26,38,0.6,-80

# Quoted from the listing:
# Value for CCc1ccc(NC(=O)CN2CCc3ccccc3C2)cc1 under p47phox inh: -16
# Value for Cc1ccc(NC(=O)CCn2c(=O)[nH]c3ccsc3c2=O)cc1 under TRPN1 ag: -1.0
# Value for CCOCCCNC(=O)c1ccccc1Br under TRPML3 agonist: 0.2

# The results go on.
smiles,p47phox inh,MDM2 E3 inh,TNF death inh,Runt-SMMHC FRET,TRPN1 ag,PPC-1+TRAIL kill,CHOP inh,TRPML3 agonist,EBV gp42 inh
Cc1cc(SCC(=O)Nc2cccc(S(N)(=O)=O)c2)c(C)cc1Br,.,.,-2.3,-1,0.7,-7,19,0.8,-5
CCn1cc(CNCc2ccc(OCC(O)CN(C)Cc3ccccc3)cc2)cn1 (centres undefined),-3,-11,-2.2,4,1.2,28,-18,0.6,-9
COc1cccc(C2C(C#N)=C(C)NC3=C2C(=O)CC(C)(C)C3)c1 (centres undefined),-4,11,1.2,55*,-3.6,-9,-6,1.1,1
Clc1ccc(Cc2ccc(SCc3ccccc3)nn2)c(Cl)c1,-5,-2,0.7,-11,-0.1,3,24,0.3,-3
CN(C)c1ccc(/C=N/n2cnn(Cc3ccccc3Cl)c2=S)cc1,-3,1,-2.5,2,-1.6,8,-21,0.8,7
COc1ccc(C(C)=O)cc1COC(=O)C(CO)NS(=O)(=O)c1ccc(Br)cc1 (centres undefined),-3,-9,0.6,0,0.0,-5,6,0.8,2
CCOC(=O)c1ccc(NC(=O)CSc2n[nH]c(-c3ccncc3)n2)cc1,-10,-10,1.9,5,0.7,-11,7,0.1,-32
CSc1nc(=O)n2cc(C)ccc2n1,0,-19,0.5,-2,1.6,-2,6,1.2,-5
C/C(CC(C)C)=N\Nc1ccc(S(N)(=O)=O)cc1[N+](=O)[O-],-14,-5,-4.0,-5,-2.0,12,-4,-0.7,-10
CCOc1cc(C(=O)NCC2CCCO2)cc(OCC)c1OCC (centres undefined),-5,-12,-1.1,4,0.7,-21,-3,-0.6,-14
O=C(O)c1ccc2c(c1)C(=O)N(C(Cc1ccccc1)C(=O)O)C2=O (centres undefined),-7,-12,1.1,-9,-0.2,10,17,0.3,-5
CCCCN(CCCC)CCCNC(=O)c1ccc2nc(-c3ccccc3NC(C)=O)c(=O)[nH]c2c1,4,-4,0.4,1,0.2,16,12,0.8,4
CCC(C)N(C(=O)CSc1ccc(NC(C)=O)cc1)C1CCS(=O)(=O)C1 (centres undefined),-2,-14,0.8,2,-0.9,-12,0,-0.1,-7
Nc1nc(Cl)cc(N2CCCC2)n1,-4,-6,-0.4,2,0.9,11,-17,0.5,0
CCS(=O)(=O)N1CCN(C(=O)c2cccs2)CC1,-14,-3,-0.1,3,0.2,-2,1,-0.3,-16
CCOC(=O)CN(C(=O)CSc1nnc(C)n1-c1ccccc1)c1ccccc1,-7,3,-2.9,-1,-0.5,18,38,-0.5,-5
CCOC(=O)c1c(C)c(C)n(Cc2cccc(OC)c2OC)c1C,-7,-6,1.5,3,-0.6,4,32,0.3,3
CCN(CC)CCCNc1oc(/C=C/c2ccccc2)nc1C#N,-13,-10,0.7,13,0.6,23,-11,0.2,-20
Cc1ccc2c(c1)sc1nc(=O)n(-c3cccc(Cl)c3)c(=O)n12,-12,-2,-0.7,1,0.9,17,39,0.8,-20
Cn1c(=O)c2c(nc(CN3CCCCC3)n2Cc2c(F)cccc2Cl)n(C)c1=O,-7,-4,-2.3,-3,-0.8,0,11,0.1,-10
O=C(C1CC1)N1CCc2cc(S(=O)(=O)N(CCO)Cc3ccccc3)ccc21,-13,3,-0.7,2,4.8,8,2,3.7,-12
Cc1cc(C)cc(NC(=O)CN2CCN(CCN=CC3=C(O)CC(C)(C)CC3=O)CC2)c1,-2,-11,1.0,6,1.1,7,13,0.7,-13
O=C(N1CCN(c2ccccn2)CC1)N1c2ccccc2Sc2ccccc21,-13,3,-13,-3,-1.4,21,.,-1.2,-12
CCOC(=O)C1C(=O)NC(N2CCN(Cc3ccccc3)CC2)=NC1c1ccco1 (centres undefined),-8,5,0.7,3,-1.0,27,-24,0.1,-13
COCCCNC(=O)c1cn(C)c(=O)c2cc(OC)c(OC)cc12,-4,-3,0.2,2,-0.5,20,18,0.0,-2
Cc1ccc(Sc2nc(C)cc(C)c2S(C)(=O)=O)cc1,-10,-15,-4.8,-1,0.2,4,-2,-0.3,-27
COc1ccc(-n2c(N)c(-c3nc4ccccc4n3C)sc2=S)cc1,-5,9,-0.8,-16,1.4,19,28,0.6,-18
COC(=O)c1ccc(NC(=S)N2CCC(C(N)=O)CC2)cc1,-6,-10,0.2,6,0.0,12,9,1.0,-10
Cc1ccccc1SCC(=O)OCC(=O)Nc1sccc1C(N)=O,-12,-11,1.5,-2,14,8,7,5.2,-9
O=C(CN1c2ccccc2Sc2ccccc21)NNC(=O)Nc1ccc(Cl)cc1,-4,-4,2.0,-2,1.8,17,100*,0.6,-12
CC1CN(C)C(C)C/C1=N/Oc1ccccc1[N+](=O)[O-] (centres undefined),-13,3,1.8,2,-0.1,16,36,0.4,-14
COc1ccc(N2CCN(C(CNC(=O)C(=O)NCC3CCCO3)c3ccco3)CC2)cc1 (centres undefined),-7,.,2.0,-3,1.7,7,6,1.6,-5
CCc1nnc(NC(=O)CCC(=O)N2CCN(CCOc3ccc(C)cc3)CC2)s1,-19,-5,-2.7,2,3.8,-10,29,3.0,0
C#CCSc1nnc(-c2ccc([N+](=O)[O-])cc2)o1,-5,4,0.6,2,-0.7,28,-1,0.3,9
O/N=C\c1ccccc1Oc1ccc(F)cc1,-15,-13,-1.8,-3,-2.1,6,11,0.2,-4
Cn1c(-c2ccc(CN3CCCCC3)o2)nc2ccccc21,-5,1,-3.4,10,0.5,7,0,0.4,-18
CCCCN1C(=O)C2C(c3ccc(OC)cc3O)NC(CC(C)C)(C(=O)O)C2C1=O (centres undefined),-1,-9,0.9,0,0.7,14,13,0.1,-15
Cc1ccc(-c2cc3ccccc3nc2N2CCOCC2)cc1,2,9,-2.1,-1,-0.5,-3,72*,0.2,1
COc1ccc(CC(=O)c2ccc(O)cc2O)cc1OC,2,-10,0.8,2,1.4,-5,25,0.8,-20
CCC(=O)Nc1cc(C)c(NC(=O)CCc2ccccc2)cn1,-4,-2,0.5,89*,1.0,8,-20,0.1,24
CCC(=O)N1CCc2cc(S(=O)(=O)NC(C(=O)NC3CCCc4ccccc43)C(C)C)ccc21 (centres undefined),-8,-44,-4.9,6,-1.0,62*,51,-0.2,-3
O=C(c1ccco1)N(CCCN1CCOCC1)c1nc(-c2ccc(Cl)cc2)cs1,-18,0,-3.4,-1,1.0,15,-2,0.1,-13
Cc1ccc(S(=O)(=O)c2nc(-c3ccccc3)oc2NCCN2CCOCC2)cc1,2,-2,0.4,-1,-0.7,15,25,0.2,22
Cc1ccc(OCc2n[nH]c(=S)n2-c2ccc(C)cc2)cc1,-19,.,-0.9,21,1.2,5,-13,2.0,-15
C[C@H](N=C1NS(=O)(=O)c2ccccc21)C(=O)OCc1cc([N+](=O)[O-])cc2c1OCOC2,-11,.,-0.7,2,1.5,16,5,0.4,-8
O=C(NCC1COc2ccccc2O1)C1CCCN(S(=O)(=O)c2cnc[nH]2)C1 (centres undefined),.,.,0.8,-7,0.0,5,.,0.4,.
O=C(O)/C=C/C(=O)Nc1ccc2c(c1)NC(=O)CO2,-3,-10,1.5,15,-0.2,-4,-21,0.7,6
CC1=CC(C)(C(Cl)Cl)C(C)=CC1=O (centres undefined),-2,-2,-1.9,-2,0.7,22,4,-0.4,-2
O=c1c2ccccc2sn1-c1cc(S(=O)(=O)N2CCOCC2)ccc1N1CCOCC1,74*,-11,-4.3,29,-1.0,31,20,0.4,-13
Cc1cc(N2C(=O)CCC2=O)n(-c2ccccc2)n1,-4,-4,-1.6,10,0.5,3,7,0.7,1

# (further entries)
smiles,p47phox inh,MDM2 E3 inh,TNF death inh,Runt-SMMHC FRET,TRPN1 ag,PPC-1+TRAIL kill,CHOP inh,TRPML3 agonist,EBV gp42 inh
CCN1CCN(C(c2ccc(F)cc2)c2nnnn2Cc2ccc3c(c2)OCO3)CC1 (centres undefined),-1,-12,1.6,-5,2.4,-2,13,0.8,-5
CC1/C(=N/O)CC(c2ccco2)NC1c1ccco1 (centres undefined),-6,0,1.7,2,-0.1,4,10,1.4,5
CC(/C=N/n1c(-c2cc(C)[nH]n2)n[nH]c1=S)=C\c1ccco1,-12,-28,-1.2,10,-0.8,-3,-14,-0.3,-11
Cc1ccc(S(=O)(=O)NCCOC(=O)Nc2sc(=S)n(C)c2C)cc1,-4,-15,0.8,8,-1.8,-2,51,0.0,-11
CCc1ccccc1N(CC(=O)OC)S(C)(=O)=O,-10,-29,-1.1,0,0.5,40,25,-0.6,-9
